Assay outcomes from PubChem BioAssay.
TRPC6 activator: activates the mouse TRPC6 cation channel | Q61143 | HEK293-TRPC6 membrane potential dye fluorescence; hits give high values | B-score at 10 µM | hit rate 0.13% among 310,000;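 active = B-score of the integrated fluorescence ratio above library mean plus 3 SD, and starting fluorescence ratio within library mean plus 5 SD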;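 note: higher score means more depolarization so channel activation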
aSyn 5UTR inh: 5' untranslated region of α-synuclein, MLPCN primary screen; hit rate 0.82% among 300,000; inhibition, % (tested at 7.5 µM); alpha-synuclein 5'UTR reporter, inhibitor activity; in the data active = inhibition above about 60%;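 note: H4 neuroglioblastoma cells stably carrying SNCA 5'UTR luciferase fusion; 0% = DMSO wells and 100% = positive control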
IEC-6 cytotox: counter-screen for KLF5 inhibitors: cytotoxicity in IEC-6 cells; inhibition, % at 5 µM; hit rate 0.78% among 290,000; IEC-6 cytotoxicity, luminescence viability; in the data active = inhibition above about 22%;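 note: 0% = plate median of test compound wells and 100% = cytotoxic reference compound wells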
TRPC4 inh: blocks the mouse TRPC4 cation channel; B-score at 10 µM; HEK293 TRPC4beta/mu-opioid, DAMGO-evoked Fluo4 calcium flux; hits give low values; hit rate 0.39% among 300,000;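 active = B-score over 3 SD under the library average, no early fluorescence shift, positive overall ratio signal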
Target sequence (Q9QUQ5 whole entry, looked up): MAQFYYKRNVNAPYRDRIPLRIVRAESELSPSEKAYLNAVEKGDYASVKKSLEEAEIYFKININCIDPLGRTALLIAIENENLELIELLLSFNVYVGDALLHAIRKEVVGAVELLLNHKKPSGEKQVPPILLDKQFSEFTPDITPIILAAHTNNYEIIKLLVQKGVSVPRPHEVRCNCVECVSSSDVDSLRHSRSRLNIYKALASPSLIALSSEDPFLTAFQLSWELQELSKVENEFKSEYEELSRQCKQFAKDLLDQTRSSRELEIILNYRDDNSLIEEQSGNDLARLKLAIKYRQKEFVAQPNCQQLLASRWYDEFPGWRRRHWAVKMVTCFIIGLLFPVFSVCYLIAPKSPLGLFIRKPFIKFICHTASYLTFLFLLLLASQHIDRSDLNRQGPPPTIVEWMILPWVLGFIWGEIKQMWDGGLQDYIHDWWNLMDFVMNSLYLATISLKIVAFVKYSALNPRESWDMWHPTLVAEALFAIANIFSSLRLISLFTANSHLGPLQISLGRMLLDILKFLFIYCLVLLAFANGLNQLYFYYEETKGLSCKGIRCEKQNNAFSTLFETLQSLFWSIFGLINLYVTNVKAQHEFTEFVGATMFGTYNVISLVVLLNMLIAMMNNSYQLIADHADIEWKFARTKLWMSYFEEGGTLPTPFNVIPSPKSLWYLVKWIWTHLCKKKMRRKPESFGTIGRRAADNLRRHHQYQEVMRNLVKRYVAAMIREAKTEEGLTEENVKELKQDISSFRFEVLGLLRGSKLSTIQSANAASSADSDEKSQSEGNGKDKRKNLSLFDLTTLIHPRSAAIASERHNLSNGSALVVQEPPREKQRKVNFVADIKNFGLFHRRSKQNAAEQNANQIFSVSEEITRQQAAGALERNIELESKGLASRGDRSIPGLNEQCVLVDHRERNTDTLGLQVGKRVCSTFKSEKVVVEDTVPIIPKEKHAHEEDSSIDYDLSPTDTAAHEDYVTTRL
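Signal: kinetic Fluo4 fluorescence imaging of calcium influx. Material: stable TRPC4beta/mu-opioid receptor HEK293 cells. Probe or stimulus: DAMGO in two steps, submaximal then maximal.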
SKKanGAS inh: inhibitors of SKKanGAS S. pyogenes growth in kanamycin (SK-promoter or general growth effect). hit rate 1.3% among 300,000. BacTiter-Glo, 6 h. inhibition, % at 7.5 µM;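 active = mean replicate score, as percent of positive control median, at least 50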;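 note: strain carries kanamycin resistance gene driven by streptokinase promoter and grows in 40 µg/ml kanamycin; loss of luminescence reflects streptokinase promoter inhibition or plain growth inhibition; 0% = median of DMSO wells and 100% = positive control at its reference dose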
KLF5 inhibitor: inhibitors of KLF5 expression; DLD-1 KLF5 promoter-luciferase reporter, luminescence; inhibition, % at 5 µM; hit rate 0.23% among 290,000; AID 1700;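 active = inhibition above a per-plate limit of that plate's mean compound inhibition plus 3 SD, cut at about 60% in these data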;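 note: 0% = DMSO wells and 100% = LY294002 at 200 µM; higher means less KLF5 promoter-driven luciferase light; inactives centre near -14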
TRPC4 potent: allosterically enhances the mouse TRPC4 cation channel. B-score at 10 µM. Q9QUQ5. HEK293 TRPC4beta/mu-opioid, DAMGO EC20, Fluo-4 Ca2+ flux; hits give high values. hit rate 0.42% among 310,000;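 active = B-score of calcium response area above 5 SD of library B-scores, with initial fluorescence ratio within 5 SD of library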;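 note: B-score of integrated fluorescence ratio over time as area under calcium response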
MrgX1 antag: human MrgX1 receptor antagonism, primary screen. hit rate 1.3% among 310,000. MRGX1-HEK293 calcium flux, Fluo-4, BAM8-22 antagonism; hits give low values. B-score at 10 µM. Q96LB2;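 active = calcium-response B-score plate-corrected more than 3 library SD below zero, starting fluorescence within 5 deviations, no agonist response on first addition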;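 note: peak minus trough fluorescence over baseline after final BAM8-22 challenge near maximal dose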
TRPC6 inhibitor: mouse TRPC6 channel inhibition; Q61143; HEK293-TRPC6, membrane potential dye, ACh-evoked depolarization; hits give low values; B-score at 10 µM; hit rate 1.1% among 310,000;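 active = B-score under library mean minus 3 SD, initial fluorescence not abnormally high, positive integrated signal ratio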;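 note: B-score derived from integrated fluorescence ratio over the kinetic read; more negative B-score means stronger inhibition of depolarization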
TRPC4 act: TRPC4 (mouse) channel activation; hit rate 0.49% among 310,000; HEK293 TRPC4beta/mu-opioid, Fluo4 calcium fluorescence; hits give high values; B-score at 10 µM;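 active = B-score above 5 SD of library B-scores, and initial fluorescence ratio not above library mean plus 5 SD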;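 note: positive B-score marks a calcium rise read as TRPC4 activation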
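Material: HEK293 stable line with TRPC4beta plus mu-opioid receptor; technique: Fluo4 calcium-sensitive dye fluorescence, kinetic, 1 Hz baseline; timing: Fluo4 dye loading 45 min at room temperature, 110 s recording; controls: assay buffer as low control, maximal DAMGO as high control; read-out: integrated baseline-normalised fluorescence ratio, converted to per-well B score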
HIF activator: HIF pathway transcriptional activation; hit rate 0.32% among 300,000; activation, % at 7.5 µM (by protocol); U2OS HRE-luciferase reporter, luminescence; normalized: DMSO 0%, desferrioxamine 100%;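 active = mean activation of at least 10% of the iron chelator positive control signal, with at least half of replicates also reaching 10%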
The depositor's hits bear a star; i = inactive; nt = not tested or not shown.

SMILES | TRPC6 activator | aSyn 5UTR inh | IEC-6 cytotox | TRPC4 inh | SKKanGAS inh | KLF5 inhibitor | TRPC4 potent | MrgX1 antag | TRPC6 inhibitor | TRPC4 act | HIF activator
COc1ccccc1/C(O)=C(\C#N)c1nc2ccccc2[nH]1 | i | -8 | 4 | i | -4 | -18 | i | i | i | i | 0.0
CCn1c2c(c3cc(Br)ccc31)CCC/C2=N\O | i | 20 | 3 | i | 5 | -19 | i | i | i | i | -0.3
Cc1ccc(NC(=O)CN2C(=O)N/C(=C/c3ccco3)C2=O)cc1 | i | -38 | -8 | i | 1 | -17 | i | i | i | i | -0.1
CCc1ccc(-c2cc(C)no2)cc1S(=O)(=O)NCCCN1CCN(c2ccccc2)CC1 | i | 18 | 8 | i | -2 | -20 | i | i | i | i | -0.2
CCCCn1c(N)c(N(CC)C(=O)c2ccc([N+](=O)[O-])c(C)c2)c(=O)[nH]c1=O | i | -3 | 6 | i | -11 | -9 | i | i | i | i | 1.1
Cc1ccc(C)c(C(=O)CN2C(=O)c3ccccc3S2(=O)=O)c1 | i | 42 | -6 | i | 17 | -36 | i | i | i | i | -0.1
CCc1cc(=O)oc2c(C)c(OCC(=O)NCCCN3CCOCC3)ccc12 | i | 12 | 1 | i | -2 | -4 | i | i | i | i | 0.0
S=C1NCCNC(=S)NCCOCCOCCOCCN1 | i | 21 | 4 | i | 2 | -6 | i | i | i | i | 0.2
CN1CCN(Cc2c(C#N)c3ccccc3n2C)CC1 | i | -17 | 0 | i | 4 | 2 | i | i | i | i | -0.1
O=C(NCCCn1ccnc1)/C(=C\c1cccnc1)NC(=O)c1ccccc1Br | i | 5 | -2 | i | -4 | -38 | i | i | i | i | nt
CCOC(=O)C1C(c2cccc([N+](=O)[O-])c2)C2C(=O)NN=C2CC1(C)O (stereo unspecified) | i | 4 | -6 | i | 2 | -29 | i | i | i | i | 0.2
COCCNC(=O)C1Cc2c(ccc3ccccc23)O1 (stereo unspecified) | i | -14 | -16 | i | -3 | 3 | i | i | i | i | 0.1
Cc1ccc(NC(=O)CSc2nnc3ccc(-c4ccncc4)nn23)cc1 | i | 10 | nt | i | -4 | nt | i | nt | i | i | -0.6
Cc1ccc(S(=O)(=O)NCC2CCC(C(=O)N3CCN(C)CC3)CC2)cc1 (stereo unspecified) | i | 10 | 1 | i | -9 | -40 | i | i | i | i | -0.4
Cc1ccc(N(CC(=O)NC2CCCC2)C(=O)CCC(=O)Nc2nccs2)c(C)c1 | i | -1 | -4 | i | 4 | -10 | i | i | i | i | 0.0
COc1ccc(-c2nc(-c3ccncc3)no2)cc1 | i | -53 | -1 | i | -4 | -76 | i | i | i | i | -0.5
CCOC(=O)N1CCN(C(=O)C2CCN(Cc3nc(-c4ccccc4C)oc3C)CC2)CC1 | i | 9 | 5 | i | -1 | -4 | i | -4.8* | i | i | 0.4
CCS(=O)(=O)N1CCN(c2ccccc2F)CC1 | i | -16 | 0 | i | 2 | -21 | i | i | i | i | -0.3
Cc1ccc(N/C(N)=N/c2nc(C(F)(F)F)cc(C(F)(F)F)n2)cc1 | i | -32 | -3 | i | 4 | 9 | i | i | i | i | 0.3
O=C(NC1CCCCC1)N1CCN(Cc2nc3ccccc3c(=O)[nH]2)CC1 | i | 18 | 2 | i | 1 | -25 | i | i | i | i | 1.1
O=[N+]([O-])c1cccnc1SCc1c(F)cccc1Cl | i | 22 | 0 | i | -6 | -24 | i | i | i | i | -0.6
CCOc1cc(NC(=S)Nc2cccc(OC)c2)c(OCC)cc1NC(=O)c1ccc(C)cc1 | i | -31 | 6 | i | 5 | 1 | i | i | i | i | 0.8
CN1CCOc2ccc(S(=O)(=O)NCCc3ccc(Cl)cc3)cc21 | i | 22 | -1 | i | -10 | -4 | i | i | i | i | -0.5
CCOc1ccc(C(C)=O)cc1CN1C(=O)NC(C)(C2CC2)C1=O (stereo unspecified) | i | 6 | -7 | i | 1 | 5 | i | i | i | i | -1.3
CN(C)/C=C/C(=O)c1cccc(C(F)(F)F)c1 | i | -4 | 4 | i | 4 | 4 | i | i | i | i | 0.4
CN(Cc1n[nH]c(=S)n1C)S(=O)(=O)c1ccccc1 | i | 31 | -2 | i | -6 | 2 | i | i | i | i | -0.4
O=C(Nc1ccc(Cl)cc1F)c1cc(S(=O)(=O)N2CCCCC2)ccc1F | i | -24 | -2 | i | -14 | 3 | i | i | i | i | nt
O=C(CN(c1ccccc1Cl)S(=O)(=O)c1ccccc1)NCc1ccccc1 | i | 13 | -2 | i | -3 | 8 | i | nt | i | i | -0.7
CCOc1cccc(OCCOCCN(C)Cc2ccccc2)c1 | i | 13 | 6 | i | 5 | 10 | i | i | i | i | -0.3
N#Cc1cccc(C#N)c1Oc1ccc(S(=O)(=O)Nc2ccc(Cl)cc2)cc1 | i | 6 | -2 | i | 8 | 2 | i | i | i | i | -0.2

Compounds listed so far with two or more sulfur atoms (2):
SMILES | TRPC6 activator | aSyn 5UTR inh | IEC-6 cytotox | TRPC4 inh | SKKanGAS inh | KLF5 inhibitor | TRPC4 potent | MrgX1 antag | TRPC6 inhibitor | TRPC4 act | HIF activator
S=C1NCCNC(=S)NCCOCCOCCOCCN1 | i | 21 | 4 | i | 2 | -6 | i | i | i | i | 0.2
CN(Cc1n[nH]c(=S)n1C)S(=O)(=O)c1ccccc1 | i | 31 | -2 | i | -6 | 2 | i | i | i | i | -0.4

Following part.
SMILES | TRPC6 activator | aSyn 5UTR inh | IEC-6 cytotox | TRPC4 inh | SKKanGAS inh | KLF5 inhibitor | TRPC4 potent | MrgX1 antag | TRPC6 inhibitor | TRPC4 act | HIF activator
CSCCC(NS(=O)(=O)c1ccccc1F)C(=O)OCc1ccccc1Cl (stereo unspecified) | i | 2 | 1 | i | -1 | 22 | i | i | i | i | -1.9
CCOc1cc(/C=N/NC(=O)CSc2nncn2C)ccc1OC(=O)c1ccc(Cl)cc1 | i | -17 | 6 | i | 9 | -44 | i | i | i | i | 0.0
O=C(CSc1nc2ccccc2n1Cc1ccccc1Cl)N/N=C/c1ccccc1C(=O)O | i | -1 | -1 | i | 4 | -19 | i | i | i | i | 0.1
COc1ccc(-c2nc(N)n(S(=O)(=O)c3ccc(C)cc3)n2)cc1 | i | -3 | -5 | i | -14 | -8 | i | i | i | i | 0.9
CC(=O)NC1C(=O)N(Cc2ccccc2)c2ccc(Br)cc21 (stereo unspecified) | i | 1 | 1 | i | 7 | -12 | i | i | i | i | nt
CCc1ccc(OC(=O)/C=C/c2ccco2)cc1 | i | -30 | 0 | i | 6 | -49 | i | i | i | i | -0.7
Nc1nc(Cl)cc(Nc2ccccc2Cl)n1 | i | -1 | -4 | i | 13 | -22 | i | i | i | i | -0.3
CCCCNC(=O)CCCN1C(=O)c2cccnc2Sc2ccccc21 | i | -5 | 0 | i | 0 | -44 | i | i | i | i | -0.9
O=C(NCc1ccccc1)C1(C(F)(F)F)C/C(=C/CCO)CCCO1 (stereo unspecified) | i | -2 | nt | i | 0 | nt | i | i | i | i | 0.2
COC(=O)N/N=C/c1cc(C)n(-c2cccc3ccccc23)c1C | i | 24 | 6 | i | 24 | 10 | i | i | i | i | 0.0
O=C(O)CCN1C(=O)/C(=C\c2ccc(-c3nc4ccccc4s3)o2)SC1=S | i | -3 | -7 | i | 12 | -34 | i | i | i | i | 0.3
S=c1[nH]nc(-c2cc(-c3ccsc3)n[nH]2)n1-c1cccc2ccccc12 | i | -7 | -3 | i | 7 | -12 | i | i | i | i | -0.3
COc1cc(/C=C(\NC(C)=O)C(=O)NC(C)(C)C)ccc1OC(C)=O | i | 0 | -4 | i | 0 | -18 | i | i | i | i | -0.4
CCSc1nnc(NS(=O)(=O)c2ccc(C)cc2)s1 | i | 9 | -2 | i | -1 | -17 | i | i | i | i | 0.0
O=C(COc1ccc(C(F)(F)F)cc1[N+](=O)[O-])Nc1cccc(C(F)(F)F)c1 | i | -23 | 5 | i | 3 | 13 | i | i | i | i | 0.1
Cc1c(C(=O)Nc2ccccc2)sc2ncn(CC(=O)N3CCCCC3)c(=O)c12 | i | 5 | 2 | i | 1 | -18 | i | i | i | i | -0.2
O=C(CSc1nc2ccccc2[nH]1)N/N=C/C=C/c1ccccc1[N+](=O)[O-] | i | -22 | -3 | i | -1 | 19 | i | i | i | i | -0.3
CCn1ccc(-c2ccccc2)c(C#N)c1=O | i | 13 | -3 | i | -11 | -34 | i | i | i | i | 0.3
CC(C1CCN(Cc2nc(C3CC3)no2)CC1)N1CCOCC1 (stereo unspecified) | i | -19 | 11 | i | 7 | -6 | i | i | i | i | -0.1
CC(NC(=O)c1ccco1)c1cccc2ccccc12 (stereo unspecified) | i | -3 | 2 | i | 2 | 14 | i | i | i | i | 0.2
COc1ccc(-c2cc3nc(C)cc(-c4ccc(OC)cc4)n3n2)cc1 | i | -2 | 2 | i | 5 | -3 | i | i | i | i | -2.2
O=C(N/N=C/c1c(O)ccc2ccccc12)Nc1ccccc1 | i | 2 | nt | i | 93* | nt | i | i | i | i | 0.2
CCOc1cc2[nH]c(=S)n(C3CC3)c(=O)c2cc1OCC | i | 23 | 0 | i | 3 | -17 | i | i | i | i | 0.0
CCOC(=O)c1c(C)[nH]c(C)c1S(=O)(=O)N(C)CC(=O)Nc1ccccc1 | i | 16 | -2 | i | -3 | -22 | i | i | i | i | -0.5
CCOc1ccc(CNS(=O)(=O)c2c(C)nc3sccn3c2=O)cc1OC | i | 11 | -14 | i | -3 | -12 | i | i | i | i | -0.1
CCc1ccc(NC(=O)CSc2nnc(C3CC3)n2CC2CCCO2)cc1 (stereo unspecified) | i | -16 | -3 | i | -3 | -28 | i | i | i | i | 1.0
Cc1c(NS(=O)(=O)c2cc(NC(=O)CCN3CCCC(C)C3)ccc2Cl)c(=O)n(-c2ccccc2)n1C (stereo unspecified) | i | 3 | 1 | i | -3 | -42 | i | i | i | i | 0.2
C=CCN1CN(S(=O)(=O)c2ccc(OC)cc2)c2nc3ccccc3nc21 | i | -8 | -2 | i | 5 | -40 | i | i | i | i | 0.0
Cn1c2c(c(=O)n(C)c1=O)CN(Cc1ccc(F)cc1)CN2 | i | -2 | 1 | i | -2 | -22 | i | i | i | i | -0.4
Fc1ccccc1/C=C1\CCCC2=C1Nc1nnnn1C2c1ccccc1F (stereo unspecified) | i | -12 | -4 | i | 8 | -20 | i | i | i | i | 0.8
CCOC(=O)C1CCc2nc3ccccc3c(=O)n21 (stereo unspecified) | i | 12 | -3 | i | 1 | -29 | i | i | i | i | 0.2
O=C(N/N=C/C1CCCCC1)c1cc(Cl)ccc1O | i | -4 | -10 | i | 5 | -49 | i | i | i | i | 1.0
